# Assay outcomes deposited in PubChem BioAssay by Broad Institute.
# Pf Dd2 inh – P. falciparum Dd2 growth inhibitors, primary screen, SYBR Green fluorescence, single dose replicates. 72 h; hits give low values. activity change, % at 10 µM. 2.3% of 94,000 active. AID 1159554, 2015; in the data active = activity change below about -80%
# KDM4C inh – inhibitors of GASC-1 (KDM4C) histone demethylase, primary screen, biochemical, single concentration HTS | Lysine-specific demethylase 4C (Homo sapiens), Q9H3R0 | GST-KDM4C 2-372, H3K9me3 peptide, LANCE TR-FRET | inhibition, % at 12.5 µM | 0.15% of 96,000 active | AID 720574, 2013;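 active = mean replicate inhibition above about 25%, with at least 55% of replicates also reaching it, limit read from the data, passing the limit was not always enough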
# Target sequence (Q9H3R0 2-372 limits assumed): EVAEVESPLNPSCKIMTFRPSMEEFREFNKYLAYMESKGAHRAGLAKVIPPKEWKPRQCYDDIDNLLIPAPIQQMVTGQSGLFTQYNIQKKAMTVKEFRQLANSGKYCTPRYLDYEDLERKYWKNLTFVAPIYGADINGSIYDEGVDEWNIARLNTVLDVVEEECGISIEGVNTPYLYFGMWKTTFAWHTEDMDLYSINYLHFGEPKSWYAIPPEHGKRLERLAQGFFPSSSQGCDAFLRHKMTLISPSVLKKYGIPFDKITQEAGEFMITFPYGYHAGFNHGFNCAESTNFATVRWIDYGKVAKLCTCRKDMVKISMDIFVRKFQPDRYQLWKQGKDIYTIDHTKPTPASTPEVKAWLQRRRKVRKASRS
#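 Material: GST-tagged GASC-1 (JMJD2C) catalytic fragment, aa 2-372. Input: enzyme final amount 10 nM. Medium: HEPES buffer, pH 7.5, plus ascorbate. Reagent: H3K9me3 peptide substrate, Fe(II), 2-oxoglutarate. Doses: single dose. Times: reaction 30 min RT, detection step 1 h RT. Measured by: LANCE TR-FRET. Evaluation: Fall in 671/618 emission ratio as inhibition.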
# Tcruzi prolif – T. cruzi intracellular proliferation inhibitors, primary screen, cell-based, beta-gal Tulahuen parasites, NIH3T3 host, luminescence; T. cruzi beta-gal in NIH3T3, GalScreen luminescence, 90 h; inhibition, % at 8.34 µM; 5.9% of 77,000 active;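 active = mean inhibition above about 93%, with at least 55% of replicates each passing it, limit read from the data, passing the limit was not always enough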
# C diff HTS – C. difficile growth inhibitors, primary screen, HTS; Clostridium difficile clinical isolate growth, OD600, 24 h; hits give low values; growth activity, negative = inhibition, % at 16 µg/mL (by protocol); 0.25% of 86,000 active;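 active = mean growth activity at or below -80% and every replicate also at or below -80%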;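 note: 0% = DMSO wells and -100% = levofloxacin 16 µg/mL wells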
# Starred values were filed as active, the others as inactive; . = no result given; & = joins results of further samples.
# Start of the data: the first 5 records as a preview:
smiles	Pf Dd2 inh	KDM4C inh	Tcruzi prolif	C diff HTS
C[C@@H]1CN([C@H](C)CO)C(=O)c2cc(NC(=O)NC3CCCCC3)ccc2O[C@H]1CN(C)C(=O)Nc1ccc(C(F)(F)F)cc1	8	-4.6	8	-14
C[C@H]1CN([C@@H](C)CO)C(=O)c2cccc(NS(=O)(=O)c3ccccc3)c2O[C@H]1CN(C)CC1CC1	11	0.2	45	2
CCC(=O)Nc1ccc2c(c1)C(=O)N(C)[C@@H]1CC[C@@H](CC(=O)NC3Cc4ccccc4C3)O[C@@H]1CO2	-3	-0.2	46	2
CC=Cc1ccc2n(c1=O)C[C@H]1[C@H](CO)[C@@H](C(=O)NC3CCCC3)N(Cc3cccnc3)[C@@H]21 (mixture of isomers)	-8	3.8	9	1
CO[C@H]1CN(C)C(=O)c2cc(NC(=O)c3ccc(F)cc3)ccc2OC[C@@H](C)N(C(=O)CC2CC2)C[C@@H]1C	.	-2.1	-20	.

# Main list, from the first entry:
smiles	Pf Dd2 inh	KDM4C inh	Tcruzi prolif	C diff HTS
C[C@@H]1CN([C@H](C)CO)C(=O)c2cc(NC(=O)NC3CCCCC3)ccc2O[C@H]1CN(C)C(=O)Nc1ccc(C(F)(F)F)cc1	8	-4.6	8	-14
C[C@H]1CN([C@@H](C)CO)C(=O)c2cccc(NS(=O)(=O)c3ccccc3)c2O[C@H]1CN(C)CC1CC1	11	0.2	45	2
CCC(=O)Nc1ccc2c(c1)C(=O)N(C)[C@@H]1CC[C@@H](CC(=O)NC3Cc4ccccc4C3)O[C@@H]1CO2	-3	-0.2	46	2
CC=Cc1ccc2n(c1=O)C[C@H]1[C@H](CO)[C@@H](C(=O)NC3CCCC3)N(Cc3cccnc3)[C@@H]21 (mixture of isomers)	-8	3.8	9	1
CO[C@H]1CN(C)C(=O)c2cc(NC(=O)c3ccc(F)cc3)ccc2OC[C@@H](C)N(C(=O)CC2CC2)C[C@@H]1C	.	-2.1	-20	.
O=C(NCC1CC1)[C@@H]1[C@@H](CO)[C@@H]2Cn3c(cccc3=O)[C@@H]2N1C(=O)Nc1ccccc1	.	-3.8	-2	-1
CCC(=O)N(C)C[C@@H]1Oc2cc(C#C[C@H](C)O)ccc2S(=O)(=O)N([C@@H](C)CO)C[C@H]1C	26	17	-40	-7
O=C(c1cccnc1)N1CC(=O)N2[C@H](CO)[C@H](c3ccc(-c4ccc(F)cc4)cc3)[C@@H]2C1	4	-0.9	.	10
CNC[C@@H]1Oc2ccc(NC(=O)CCCN(C)C)cc2C(=O)N([C@H](C)CO)C[C@H]1C	9	2.0	29	1
COc1ccc(NC(=O)Nc2ccc3c(c2)C(=O)N([C@H](C)CO)C[C@H](C)[C@H](CN(C)C(=O)Nc2c(C)noc2C)O3)cc1	5	0.8	-3	.
CCC(=O)N1C[C@H](O)COC[C@H]2O[C@@H](CC(=O)NCc3cc(F)cc(F)c3)CC[C@@H]21	6	-0.6	27	19&4
Cc1noc(C)c1NC(=O)N(C)C[C@H]1Oc2c(NC(=O)Nc3ccccc3)cccc2C(=O)N([C@@H](C)CO)C[C@@H]1C	-2	-0.5	-50	-2
O=C(C[C@H]1C=C[C@H](NC(=O)Nc2ccc3c(c2)OCO3)[C@@H](CO)O1)NCc1ccccc1	17	-0.1	41	0
CCC(=O)N1C[C@@H]2[C@H](c3ccccc31)[C@H](CO)N2CC1CCCC1	-10	0.6	-4	2
CCCN(C)C[C@@H]1Oc2ncc(-c3ccccc3OC)cc2C(=O)N([C@@H](C)CO)C[C@@H]1C	-44	-2.2	25	4
CCC(=O)N1C[C@H](C)[C@@H](OC)CN(C)C(=O)c2cc(NC(=O)Nc3cccc(F)c3)ccc2OC[C@H]1C	-21	0.7	0	.
O=S(=O)(c1ccccc1)N1CCCCN2[C@H](CO)[C@@H](c3ccc(-c4cncnc4)cc3)[C@@H]2C1	45	0.3	85	-6
Cc1ccc(S(=O)(=O)N(C)C[C@H]2Oc3ccc(NC(=O)Nc4ccc(F)cc4)cc3C(=O)N([C@@H](C)CO)C[C@H]2C)cc1	-18	3.5	56	7
O=C(C[C@H]1CC[C@H](NC(=O)C2CCOCC2)[C@@H](CO)O1)NCC1CC1	7	-0.3	.	-9
O=C(Nc1ccc(F)cc1)N[C@H]1C=C[C@H](CC(=O)N2CCCCC2)O[C@@H]1CO	10	0.3	-31	2
CCCNC(=O)N1[C@H](CO)[C@H](c2ccccc2-c2cccc(OC)c2)[C@@H]1C#N	2	-0.3	.	2
O=C(CN1CCOCC1)NC[C@H]1N[C@H](CO)[C@@H]1c1ccc(-c2ccccc2)cc1	12	-0.7	-23	-6
C[C@H]1CN([C@@H](C)CO)C(=O)c2c(c3ccccc3n2C)-c2ccccc2CO[C@@H]1CN(C)Cc1ccncc1	-35	1.2	-41	.
C[C@@H]1CN([C@H](C)CO)C(=O)c2cc(NC(=O)CCN3CCOCC3)ccc2O[C@@H]1CN(C)S(=O)(=O)c1ccc(F)cc1	4	-2.3	23	-2
C[C@@H]1CN([C@H](C)CO)C(=O)c2cc(-c3ccccc3)cnc2O[C@@H]1CN(C)C(=O)Cc1cccnc1	13	-1.4	-28	.
C[C@@H](O)C#Cc1ccc([C@@H]2[C@H](CO)N3CCCCN(CC4CC4)C[C@@H]23)cc1	-56	3.1	36	-4
C[C@@H]1CN([C@H](C)CO)C(=O)c2cc(-c3cccnc3)cnc2O[C@H]1CN(C)Cc1ccc(Oc2ccccc2)cc1	-64	6.1	89	0
C[C@H](O)C#Cc1cnc2c(c1)C(=O)N([C@@H](C)CO)C[C@H](C)[C@@H](CN(C)C(=O)Cc1ccccn1)O2	33	0.4	-15	-5
C[C@@H]1CN([C@@H](C)CO)C(=O)c2cc(NC(=O)Cc3ccccc3)ccc2O[C@@H](C)CCCCO[C@@H]1CN(C)C(=O)NC1CCCCC1	-51	-3.1	44	-1
C[C@H]1CN([C@@H](C)CO)S(=O)(=O)c2ccc(C#CC3CCCC3)cc2O[C@@H]1CN(C)C(=O)Nc1cc(F)ccc1F	-8	2.2	.	9
C[C@@H]1CN([C@@H](C)CO)C(=O)c2cc(NC(=O)c3ccccc3)ccc2O[C@@H](C)CCCCO[C@H]1CN(C)Cc1ccccc1	-85*	-1.1	102*	3
C[C@@H]1CN([C@H](C)CO)C(=O)c2cc(-c3ccc(C#N)cc3)cnc2O[C@@H]1CN(C)Cc1cccnc1	36	-0.5	12	3
C[C@H]1CN([C@@H](C)CO)C(=O)CCCn2nncc2CO[C@H]1CN(C)S(=O)(=O)c1ccc2c(c1)OCCCO2	-16	.	-16	.
Cc1noc(C)c1NC(=O)N1C[C@H](O)COC[C@@H]2O[C@@H](CC(=O)NCC3CCCCC3)CC[C@H]21	9	1.0	-14	2
CC(C)NC(=O)Nc1ccc2c(c1)C(=O)N([C@H](C)CO)C[C@H](C)[C@H](CN(C)CC1CC1)OCCCC[C@H](C)O2	-23	0.7	-9	-2
COc1cccc(S(=O)(=O)N2CCCCN3[C@H](C2)[C@@H](c2ccc(-c4cccnc4)cc2)[C@@H]3CO)c1	-65	-2.7	114*	-2
CC(=O)N(C)C[C@@H]1Oc2cc(-c3ccc(C#N)cc3)ccc2S(=O)(=O)N([C@H](C)CO)C[C@H]1C	-21	-1.3	27	4
COc1ccc(S(=O)(=O)Nc2ccc3c(c2)C(=O)N([C@H](C)CO)C[C@H](C)[C@H](CN(C)C(=O)CCCN(C)C)OCCCC[C@@H](C)O3)cc1	49	0.1	-6	2
Cc1noc(C)c1NC(=O)N(C)C[C@@H]1Oc2ccc(NC(=O)CCN3CCOCC3)cc2CC(=O)N([C@@H](C)CO)C[C@@H]1C	-4	-1.1	54	6
C[C@H](CO)N1C[C@H](C)[C@@H](CN(C)C(=O)Nc2ccc(F)cc2)Oc2c(NC(=O)Nc3ccc4c(c3)OCO4)cccc2C1=O	55	-2.8	19	-8
C[C@@H]1CCCCO[C@H](CN(C)C(=O)CCCN(C)C)[C@H](C)CN([C@H](C)CO)C(=O)c2cc(NC(=O)NC3CCCCC3)ccc2O1	-24	2.5	44	4
COCC#Cc1cnc2c(c1)C(=O)N([C@H](C)CO)C[C@@H](C)[C@@H](CN(C)C(=O)C1CCOCC1)O2	28	-2.1	.	3
COCC(=O)Nc1ccc2c(c1)C(=O)N(C)[C@@H]1CC[C@@H](CC(=O)NCc3cccc(F)c3)O[C@H]1CO2	-2	-0.2	77	3
OC[C@@H]1[C@@H](c2ccc(C#CC3(O)CCCC3)cc2)[C@@H]2CN(Cc3cccnc3)CCCCN12	-9	1.3	85	-5
O=C(C[C@@H]1CC[C@@H](NC(=O)Cc2ccccn2)[C@@H](CO)O1)NCCCN1CCOCC1	19	0.8	.	2
CCS(=O)(=O)N[C@H]1C=C[C@H](CC(=O)Nc2ccccc2)O[C@H]1CO	38	1.6	.	-3
O=C(NCC[C@H]1CC[C@@H](NC(=O)c2cccnc2)[C@H](CO)O1)Nc1ccc(Cl)cc1	-27	1.3	17	9
Cc1ccc(S(=O)(=O)N(C)C[C@@H]2Oc3ccc(NC(=O)Cc4cn(C)c5ccccc45)cc3C(=O)N([C@@H](C)CO)C[C@@H]2C)cc1	-75	-1.9	84	-5
C[C@H]1CN([C@@H](C)CO)C(=O)c2cccc(NC(=O)Nc3cccc4ccccc34)c2O[C@@H]1CN(C)S(=O)(=O)c1ccc(F)cc1	-5	1.2	33	3
Cc1cc(C(=O)Nc2ccc3c(c2)C(=O)N(C)[C@@H]2CC[C@H](CC(=O)NCc4ccc(-c5ccccc5)cc4)O[C@H]2CO3)no1	.	.	85	-19
Cc1cccc(S(=O)(=O)N2C[C@H]3[C@@H](c4ccccc42)[C@H](CO)N3Cc2ccc3c(c2)OCO3)c1	-1	-0.1	73	-14
COc1cc(CN2CC3(CN(C(=O)c4cccnc4)C3)c3c([nH]c4cc(OC)ccc34)[C@H]2CO)cc(OC)c1	-44	3.0	.	4
CN(C)C(=O)c1cccc(-c2ccccc2[C@@H]2[C@H](C#N)N(C(=O)C3CCCC3)[C@H]2CO)c1	-6	0.5	.	-6
COc1ccc(S(=O)(=O)N2C[C@H](O)COC[C@H]3O[C@@H](CC(=O)N[C@@H]4CCN(Cc5ccccc5)C4)CC[C@@H]32)cc1	.	-6.2	90	8&5
CCC(=O)NC[C@H]1[C@@H](c2ccc(C3=CCCC3)cc2)[C@@H](CO)N1C(=O)CC	-4	0.4	.	13
C[C@H]1CN([C@@H](C)CO)C(=O)c2cc(NC(=O)CCCCCC(=O)Nc3ccccc3N)ccc2O[C@H]1CN(C)S(=O)(=O)c1cn(C)cn1	16	-1.1	-87	-5
CC(C)NC(=O)Nc1cccc2c1O[C@@H](CN(C)C(=O)Nc1cccc3ccccc13)[C@H](C)CN([C@H](C)CO)C2=O	-6	2.4	-24	-7
C[C@@H]1CN([C@@H](C)CO)C(=O)c2cc(C#Cc3ccncc3)cnc2O[C@H]1CN(C)C(=O)CN(C)C	17	2.0	15	12
O=C(C[C@H]1C[C@H]2c3cc(NC(=O)Nc4ccccc4F)ccc3O[C@H]2[C@H](CO)O1)NCC1CC1	2	-1.1	33	3
COc1ccc(S(=O)(=O)N(C)C[C@H]2Oc3ccc(NS(=O)(=O)c4ccc(Cl)cc4)cc3CC(=O)N([C@@H](C)CO)C[C@@H]2C)cc1	-38	9.9	-12	0

# (continued)
smiles	Pf Dd2 inh	KDM4C inh	Tcruzi prolif	C diff HTS
C[C@H]1CN([C@@H](C)CO)C(=O)c2cc(-c3cccc(F)c3)cnc2O[C@@H]1CN(C)C(=O)c1cccc(F)c1	-23	0.8	68	1
CC(C)NC(=O)Nc1ccc2c(c1)C(=O)N([C@H](C)CO)C[C@H](C)[C@@H](CN(C)C(=O)Nc1ccc3c(c1)OCO3)OCCCC[C@H](C)O2	2	0.5	20	0
CCC(=O)Nc1ccc2c(c1)OC[C@@H](C)N(Cc1ccncc1)C[C@H](C)[C@@H](OC)CN(C)C2=O	13	1.3	23	.
CN(C)c1ccc2c(c1)[C@@H]1C[C@@H](CC(=O)O)O[C@@H](CO)[C@@H]1O2	40	8.1	42	0
C/C=C/c1ccc([C@@H]2[C@H](CO)N(C(C)=O)C23CN(C(=O)NC2CCCC2)C3)cc1	3	-1.5	.	0
C[C@@H]1CN([C@H](C)CO)C(=O)CCCn2nncc2CO[C@H]1CN(C)Cc1ccccc1	-16&-12	-0.3	-4&24	7
C[C@H](CO)N1C[C@H](C)[C@@H](CN(C)C(=O)Cc2ccccc2)Oc2ncc(C3=CCCCC3)cc2C1=O	-41	-0.8	77	-10
CN(C)CC(=O)Nc1ccc2c(c1)[C@@H]1C[C@@H](CC(=O)N3CCc4ccccc4C3)O[C@H](CO)[C@@H]1O2	8	3.0	-20	.
